Fam108B counter: blocks mouse Fam108B hydrolase in RBBP9 counter-screen; inhibition, % at 9.51 µM; actives 0.33% (n = 300,000); recombinant Fam108B, FP-Rh probe fluorescence polarization; AID 1947;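 active means inhibition above the screen mean inhibition plus 3 SD, computed separately per campaign, cut at about 18% in these data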;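 further: inhibitors lower polarization as less probe binds the enzyme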
PAD4 FP inh: blocks human protein arginine deiminase 4; Q9UM07; recombinant PAD4, RCA probe fluorescence polarization; inhibition, % at 6.36 µM; actives 0.41% (n = 330,000);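 active means percent inhibition above a cutoff equal to the mean of all tested compounds plus 3 SD, cut at about 15% in these data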;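 further: 0% = PAD4 with RCA probe and DMSO and 100% = probe without PAD4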
GSTO1 inh: blocks human GSTO1 in RBBP9 counter-screen; recombinant GSTO1, activity-based probe fluorescence polarization; inhibition, % at 5.96 µM; actives 1.1% (n = 300,000);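 active means inhibition above the campaign mean inhibition plus 3 SD, cut at about 35% in these data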;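 further: 0% = GSTO1-1 with DMSO and 100% = wells lacking GSTO1-1 enzyme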
Target sequence (P78417 whole entry, looked up): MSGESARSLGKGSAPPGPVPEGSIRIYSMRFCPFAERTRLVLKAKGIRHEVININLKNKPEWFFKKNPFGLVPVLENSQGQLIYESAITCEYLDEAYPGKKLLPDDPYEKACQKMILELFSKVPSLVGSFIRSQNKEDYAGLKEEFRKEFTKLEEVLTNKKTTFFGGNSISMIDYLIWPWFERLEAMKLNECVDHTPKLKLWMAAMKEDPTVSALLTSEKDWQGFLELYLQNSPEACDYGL
TPT1 inhibitor: C. albicans TPT1 enzyme inhibition | recombinant caTPT1, FP RNA substrate dephosphorylation | inhibition, % at 5 µM | actives 0.81% (n = 300,000);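 active means inhibition above the mean of all tested compounds plus 3 SD, set per screening campaign, cut at about 24% in these data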;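 further: plate controls were DMSO alone for no effect and ferristatin control at 100 nM for full effect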
MEX-5 binding: C. elegans MEX-5 TCR-2 RNA binding activity; MEX-5/FITC-TCR2 RNA binding, fluorescence polarization; hits give low values; activity score (negative = inhibition of binding), % at 10 µM; actives 0.38% (n = 300,000); AID 1832;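 active means inhibition past about -25% in most replicates, and total fluorescence under double the plate's negative control median, limit read from the data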;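 further: 0% = DMSO and -100% = 5 µM competing unlabeled TCR2 RNA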
Target sequence (Q9XUB2 whole entry, looked up): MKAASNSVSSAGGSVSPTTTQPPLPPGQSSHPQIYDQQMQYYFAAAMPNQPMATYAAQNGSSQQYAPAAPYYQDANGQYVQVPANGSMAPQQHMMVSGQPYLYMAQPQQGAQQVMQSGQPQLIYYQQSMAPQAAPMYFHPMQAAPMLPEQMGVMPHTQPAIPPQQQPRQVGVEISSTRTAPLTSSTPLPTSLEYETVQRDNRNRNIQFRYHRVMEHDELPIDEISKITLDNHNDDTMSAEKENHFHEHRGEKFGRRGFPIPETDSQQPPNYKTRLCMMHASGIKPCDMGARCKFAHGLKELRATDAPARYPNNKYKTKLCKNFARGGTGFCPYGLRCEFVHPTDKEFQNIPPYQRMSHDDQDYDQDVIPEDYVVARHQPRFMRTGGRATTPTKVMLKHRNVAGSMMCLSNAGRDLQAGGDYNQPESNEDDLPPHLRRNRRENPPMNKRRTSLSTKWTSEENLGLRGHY
GLD-1 RNA inh: GLD-1-TGE RNA interaction inhibition (C. elegans) | Q17339 | purified GLD-1 + fluorescein TGE RNA, fluorescence polarization | inhibition, % at 5.96 µM | actives 0.44% (n = 320,000);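 active means percent inhibition above a per-plate cutoff, the plate mean of test compounds plus 3 SD, cut at about 30% in these data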;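 further: 0% = DMSO wells with GLD-1 and probe and 100% = wells lacking GLD-1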
PME-1 primary: PME-1 (human) inhibition. Q9Y570. recombinant PME-1, FP-Rh probe fluorescence polarization. inhibition, % at 5.9 µM. actives 0.53% (n = 320,000);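 active means inhibition above the campaign mean of all compounds plus 3 SD, cut at about 26% in these data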;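 further: competitive labeling of PME-1 active site by serine hydrolase directed probe; 0% = PME-1 with DMSO and 100% = wells lacking PME-1 enzyme; inhibitors block probe labeling so polarization falls and inhibition rises; many of its hits are not listed in these tables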
Bcl-xL primary: inhibitors of human Bcl-xL. GST-Bcl-xL / FITC-Bim BH3 peptide fluorescence polarization. Q07817. actives 0.7% (n = 320,000). inhibition, % at 10.9 µM;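 active means inhibition above the mean of all tested compounds plus 3 SD, cutoff set per campaign, cut at about 30% in these data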;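 further: 0% = DMSO wells and 100% = unlabeled Bim-BH3 peptide competitor; inhibitors lower millipolarization by displacing the labeled peptide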
Target sequence (Q07817 whole entry, looked up): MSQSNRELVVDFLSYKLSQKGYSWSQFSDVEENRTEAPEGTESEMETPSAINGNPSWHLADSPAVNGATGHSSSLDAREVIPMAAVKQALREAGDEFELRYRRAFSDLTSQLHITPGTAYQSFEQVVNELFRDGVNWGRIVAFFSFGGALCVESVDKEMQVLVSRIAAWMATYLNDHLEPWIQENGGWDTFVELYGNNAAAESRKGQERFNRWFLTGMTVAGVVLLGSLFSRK
MCL1-BIM inh: inhibitors of human MCL1 binding to BIM-BH3 peptide. Q07820. GST-MCL1 / FITC-Bim-BH3 fluorescence polarization. inhibition, % at 10.9 µM. actives 0.68% (n = 320,000). AID 2057;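 active means inhibition above the mean inhibition of all tested compounds plus 3 SD, set per campaign, cut at about 40% in these data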;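 further: 0% = DMSO wells and 100% = unlabeled Bim-BH3 peptide control; higher means more loss of mP so more displacement of Bim peptide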
An asterisk follows results filed as active; nt = not tested or not shown.

Each structure is followed by: Fam108B counter	PAD4 FP inh	GSTO1 inh	TPT1 inhibitor	MEX-5 binding	GLD-1 RNA inh	PME-1 primary	Bcl-xL primary	MCL1-BIM inh
- Cc1cc(C(=O)CN2C(=O)NC3(CCCCC3)C2=O)c(C)n1C
  3	-1	-9	-2	1.4	1	-9	-1	-1
- CCN(CC)S(=O)(=O)c1ccc(N2CCCC2)c(NC(=O)C2=NN(c3ccccc3)C(=O)CC2)c1
  nt	-2	nt	nt	nt	-2	17	5	6
- NC1=NC[C@H](CC2CCCCC2)N1CCc1cc(C(F)(F)F)cc(C(F)(F)F)c1
  0	4	-10	0	2.3	-2	0	1	3
- CC(C)N(C(=O)C[n+]1ccsc1N)c1ccccc1
  -1	1	4	0	1.9	15	2	11	7
- CCN(CC)c1ccc(NC(=O)c2cccc(F)c2)c(C)c1
  0	-1	3	1	-3.0	7	1	6	1
- NS(=O)(=O)c1ccc(CNC(=O)CCSCCC(=O)NCc2ccc(S(N)(=O)=O)cc2)cc1
  -3	-1	3	0	0.6	-14	0	-1	-6
- CC1CC2=C(C(=O)O1)C(C)Nc1ccccc1N2 (stereo not drawn)
  -6	0	25	1	1.9	-7	-6	1	-2
- O=C(Nc1c2c(nn1-c1ccc([N+](=O)[O-])cc1)CS(=O)(=O)C2)c1cccs1
  1	-3	21	0	1.4	6	0	6	9
- Cc1csc(=O)n1CCC(=O)OCC(=O)NCc1ccc(F)cc1
  -1	-1	3	-1	2.5	-4	-3	4	-1
- CN(CC(=O)Nc1ccccc1Cl)CC(=O)Nc1ccccc1[N+](=O)[O-]
  -1	-7	3	1	-1.0	-2	11	-1	5
- O=C(O)CCC(=O)Nc1cccc(C(=O)Nc2cccc(Cl)c2)c1
  8	1	8	-4	2.8	1	-4	4	3
- O=C1CCC(C(=O)N2CCC(CO)CC2)CN1Cc1ccc(Cl)cc1 (stereo not drawn)
  3	-4	2	3	-0.8	7	2	2	-4
- Cc1ccc(Cn2nnnc2CN2CCC(c3nc4ccc(Cl)cc4[nH]3)CC2)cc1
  -2	4	-1	0	-3.6	1	2	2	6
- CCN(C(=O)COc1ccccc1)C1CCCCC1
  -4	1	6	-1	1.1	4	-8	5	4
- COc1cccc(C2NC(=O)NC(C)=C2C(=O)OCC2CCCCC2)c1 (stereo not drawn)
  1	1	-9	0	0.6	-1	-4	3	3
- Cc1cccc(COCC(Cc2ccccc2)N2CCN(C(=O)c3cccc(C)c3)CCC2=O)c1 (stereo not drawn)
  -2	-1	-4	1	-1.9	8	13	-1	-7
- O=S(=O)(NCCC1=CCCCC1)c1ccc(F)cc1
  2	3	17	-1	0.2	1	0	8	8
- COc1cc2c(cc1OC)C1(CCCCC1)CN(C)C2
  2	1	6	-1	1.5	3	0	0	-4
- CCOC(=O)c1c(-c2ccccc2)csc1NC(=O)c1cccc(N2C(=O)CCC2=O)c1
  -13	-3	-1	2	-3.7	1	-8	1	-3
- COC(=O)[C@H](Cc1ccccc1)NC(=O)NCCC1=CCCCC1
  -4	-4	3	-3	-1.4	9	3	2	4
- Cc1cc(F)ccc1NCc1ccccc1[N+](=O)[O-]
  -1	-2	-2	-1	2.4	4	-1	-1	-7
- COc1ccc(/C=C(\NC(=O)c2ccccc2)C(=O)NCCN2CCOCC2)cc1
  -6	0	0	1	2.5	-1	-5	0	0
- COc1ccc(/C=C(/NC(=O)c2ccco2)C(=O)Nc2ccc(C(=O)O)cc2)cc1
  -4	-2	-1	1	0.6	7	-3	1	-1
- O=C(Nc1nccs1)C1CCN(S(=O)(=O)c2cnc[nH]2)CC1
  -3	2	5	0	2.6	12	-7	2	8
- CC(C)N(C(=O)CO/N=C/c1cccc([N+](=O)[O-])c1)C(C)C
  2	-2	-1	0	-1.5	0	-1	-1	7
- NS(=O)(=O)c1ccc(CCNC(=O)[C@@H]2CCCN2S(=O)(=O)c2ccccc2F)cc1
  -4	-4	4	-1	-2.8	-6	1	2	-6
- O=C(NCCc1cccnc1)c1cc(COc2ccc(F)cc2Cl)on1
  -1	0	-2	1	-1.7	-9	4	5	-5
- Nn1c(SCc2ccccc2F)nnc1-c1ccncc1
  2	1	-7	-4	-1.4	6	3	0	-4
- Cc1c(S(=O)(=O)NC2CCCCCC2)c(=O)n(C)c(=O)n1C
  4	1	3	-1	-0.3	1	4	1	7
- O=C(O)c1ccc(Nc2ncc([N+](=O)[O-])cc2[N+](=O)[O-])cc1
  13	3	15	0	-5.0	-6	-2	10	4
- CCC(C)NS(=O)(=O)c1ccc(S(=O)(=O)N(CC(=O)Nc2ccccc2)CC2CCCO2)cc1 (stereo not drawn)
  2	-5	6	-3	0.7	-1	3	3	5
- COc1ccc(C2=NOC3(CC(=O)N(c4ccc(C)cc4)C3=O)C2)c(OC)c1 (stereo not drawn)
  0	3	7	0	-0.2	-3	0	-5	-13
- Cc1cccc(OCC(=O)NCC(c2cccs2)N2CCOCC2)c1 (stereo not drawn)
  -1	-8	-3	4	0.5	-1	1	6	-5
- CC(C)(C)n1nc2c(c1NC(=O)Cc1ccc(Cl)cc1)CS(=O)(=O)C2
  -2	4	-2	-2	-3.5	2	5	3	5
- CC1CC(C)CN(S(=O)(=O)N2CCC(C(=O)NCCC3=CCCCC3)CC2)C1 (stereo not drawn)
  5	5	5	-4	2.0	3	-1	4	-3
- O=C(Cn1nnc2ccccc21)Nc1ccc([N+](=O)[O-])cc1
  1	-6	-3	3	-3.0	3	-2	-9	-20
- COc1ccccc1CNC(=O)c1ccc2c(=O)n(CC3CCCO3)c(=S)[nH]c2c1 (stereo not drawn)
  -2	-6	6	0	-1.4	-2	3	1	2
- O=c1c(Cl)c(N2CCNCC2)cnn1C12CC3CC(CC(C3)C1)C2
  3	4	-2	1	0.0	4	-1	0	3
- COc1ccc(-c2ccnc(SCC(=O)N3CCN(c4ccccc4)CC3)n2)cc1
  0	5	16	-6	-0.2	7	-8	4	6
- COc1ccc(-c2nc(N)n(C(=O)c3ccc(C)cc3)n2)cc1
  -1	0	5	-2	-0.8	6	-2	1	0
- COc1cc(NC(=O)CCn2c(=O)[nH]c3ccsc3c2=O)cc(OC)c1
  3	-4	3	1	0.7	2	7	2	-2
- Cc1cc(N(CC(=O)NC2CC2)S(C)(=O)=O)ccc1Br
  -1	0	-2	0	-1.3	2	7	2	5
- CC(=O)NC1=NC(=O)C(C)S1 (stereo not drawn)
  -1	-4	2	1	-2.2	9	3	1	6
- CCN(CC)CCN1CCn2c3c(c4cc(C)ccc42)CCCC31 (stereo not drawn)
  6	-2	8	-4	-13	10	1	36*	46*
- COC(=O)c1cc(OC)c(OC)cc1NC(=O)c1ccc(C)o1
  3	-5	-5	3	nt	2	-1	-6	2
- COc1ccc(S(=O)(=O)NCCSCc2ccco2)cc1
  5	-5	5	-1	0.8	2	10	2	4
- CCCCCCSc1ccc(-c2nc3ccc(C)cn3c2NC2CCCCC2)cc1
  1	-4	-2	-3	-0.2	10	3	4	5
- Fc1cccc(Cn2cc(C(=S)N3CCOCC3)c3ccccc32)c1
  5	-2	3	2	0.6	-1	8	-4	7
- Cc1ccccc1NS(=O)(=O)c1ccc(C(=O)OCC(=O)NCC(C)C)cc1
  -3	-2	3	-2	0.3	-3	-1	2	3
- COc1ccc(NC(=O)Cn2ncc(Cl)c(Cl)c2=O)cc1S(=O)(=O)N1CCOCC1
  1	-4	0	0	0.5	2	5	8	27
- COc1cccc(C(C(=O)NC2CCCC2)N(C(=O)c2ccco2)c2ccc(-n3cnnn3)c(C)c2)c1OC (stereo not drawn)
  0	-5	-4	-6	-1.7	-3	-1	5	6
- COc1cccc(CN(CC(=O)NC2CCCC2)C(=O)Cn2nnc(-c3cccs3)n2)c1
  1	0	-1	-5	-3.9	-1	0	4	-2
- O=C(N/N=C/c1cccc(OCC(=O)N2CCCC2)c1)C(=O)Nc1ccccc1F
  -6	-4	1	-2	3.5	-3	-11	4	6
- Cc1ccc2c(c1)c(C)c(C)n2CC(O)CN1CCCCC1C (stereo not drawn)
  3	0	1	0	0.6	7	2	2	3
- Cc1ccc(C(NC(=O)/C=C\c2ccc3c(c2)OCO3)C(=O)Nc2ccc3c(c2)OCO3)cc1 (stereo not drawn)
  -5	-2	4	-1	-0.3	-1	1	2	4
- COC(=O)CCCNc1ncccc1[N+](=O)[O-]
  -3	-5	-4	2	-2.4	5	0	-1	-1
- CCN(C(=O)CN1CCN(c2cccc(C(F)(F)F)c2)CC1)c1c(N)n(Cc2ccccc2)c(=O)[nH]c1=O
  3	1	1	2	nt	5	1	-6	1
- CCc1nn(CC(=O)NCCCN(CC)CC)c(=O)c2cc3sc(C)cc3n12
  1	0	-9	-1	-0.5	2	-1	-1	-5
- CCn1c(SCC(=O)Nc2ncc(C(F)(F)F)cc2Cl)nnc1-c1ccccc1
  1	1	-1	4	-1.0	2	-1	-4	-13
- COc1ccccc1Nc1ncnc2ccccc12
  7	-2	23	-3	0.5	2	4	7	12

(list continues)
Each structure is followed by: Fam108B counter	PAD4 FP inh	GSTO1 inh	TPT1 inhibitor	MEX-5 binding	GLD-1 RNA inh	PME-1 primary	Bcl-xL primary	MCL1-BIM inh
- CC(=NCc1ccco1)c1c(C(F)(F)F)[nH]n(-c2nc3ccccc3s2)c1=O
  -5	-5	-27	1	0.1	0	-1	11	11
- O=C(c1cccc(S(=O)(=O)N2CCOCC2)c1)N(CCO)Cc1ccccc1
  -2	1	3	-3	3.2	-3	3	3	1
- Cn1c(SC2C(=O)CC(C)(C)CC2=O)nnc1-c1ccco1
  3	-3	-1	-7	0.6	2	1	-13	-19
- Cc1oc2cc(O)ccc2c(=O)c1Oc1ccc2ccccc2c1
  0	2	37*	-3	-2.0	4	-6	1	4
- CC1=C(C(=O)NCc2ccccc2)C(c2ccccc2OCC(N)=O)NC(=O)N1 (stereo not drawn)
  -3	0	-3	-4	-1.4	-3	-1	1	1
- Cc1cc(OCC(=O)NCCCn2ccnc2)c2c(C)cc(=O)oc2c1
  -4	-2	-2	1	1.0	-9	1	4	-1
- Fc1ccccc1CNCc1ccc2c(c1)OCO2
  2	-2	-10	-2	-1.5	0	0	6	8
- Cc1ccnc(NS(=O)(=O)c2cc(-c3cc(C)no3)ccc2C(C)C)c1
  -4	-4	11	2	-0.1	-5	-2	13	6
- CC1CCC(C(C)C)C(OC(=O)CSc2n[nH]c(=O)[nH]c2=O)C1 (stereo not drawn)
  -4	-5	-6	-3	0.6	0	-2	1	5
- COc1cc2nc(CN3CCOCC3)n(CC(=O)N3CCCCCC3)c(=O)c2cc1OC
  -4	-6	8	0	1.0	-9	4	-2	-7
- COc1cc(C(c2sc3nc(C)nn3c2O)N2CC(C)CC(C)C2)cc(OC)c1OC (stereo not drawn)
  -5	-2	1	1	2.9	1	6	9	12
- O=C(CSc1nc2ccccc2n1S(=O)(=O)c1ccccc1)N1CCCC1
  -1	-5	-1	1	5.5	1	1	4	0
- Cc1ccc(O)c(NC(=O)C2CCCN2C(=O)OCc2ccccc2)c1 (stereo not drawn)
  0	-1	3	2	-1.5	-5	-4	-2	3
- CC1(C)C2CCC1(CS(=O)(=O)NCCc1c[nH]c3ccccc13)C(=O)C2 (stereo not drawn)
  0	-3	-4	3	1.4	-3	-4	3	1

Assay outcomes (PubChem)

A portion of the library (hit frequency here may not be typical).
